# Bioassay records from PubChem BioAssay.
# OXTR ag: human OXTR agonists, primary screen, fluorescence, CHO-OTR cells, Fluo-8 calcium | Oxytocin receptor (Homo sapiens), P30559 | activation, % at 3 µM | actives 0.32% (n = 320,000) | Fluo-8 calcium fluorescence; normalized: DMSO 0%, oxytocin 100%;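 active = activation above the mean of all tested compounds plus 3 SD, cutoff set per screening run, cut at about 20% in these data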;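 note: peak over basal fluorescence ratio from a 100 s FLIPR kinetic read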
# Target sequence (P30559 whole entry, looked up): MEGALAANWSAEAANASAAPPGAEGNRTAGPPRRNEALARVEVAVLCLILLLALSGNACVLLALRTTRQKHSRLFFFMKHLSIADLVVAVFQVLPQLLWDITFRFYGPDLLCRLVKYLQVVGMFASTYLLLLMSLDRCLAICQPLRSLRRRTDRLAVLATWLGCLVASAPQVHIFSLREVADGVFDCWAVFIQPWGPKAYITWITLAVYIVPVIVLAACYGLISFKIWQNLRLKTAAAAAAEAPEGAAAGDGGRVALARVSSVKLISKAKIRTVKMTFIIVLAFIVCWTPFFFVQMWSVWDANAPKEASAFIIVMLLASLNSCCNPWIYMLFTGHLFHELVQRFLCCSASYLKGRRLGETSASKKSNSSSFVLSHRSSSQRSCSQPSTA
# GalR3 antagonist: GalR3 antagonists in HEK293 cells, primary screen, cell-based, fluorescence readout. actives 0.44% (n = 360,000). HEK293 GalR3-CNG cAMP membrane potential fluorescence; galR3 body fused to GalR1 C-terminus. Galanin receptor type 3 (Homo sapiens), O60755. inhibition, % at 3 µM;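 active = inhibition above the screen-wide average plus 3 SD, cut at about 13% in these data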;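 note: forskolin and galanin both at EC90 stimulate the cells; cAMP rise reported by CNG channel membrane potential dye signal; 0% = forskolin plus galanin with DMSO and 100% = forskolin alone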
# NALP1 yeast inh: NALP1 inflammasome inhibitors in reconstituted yeast, colorimetric, S. cerevisiae, triplicate retest; actives 0.61% (n = 280,000); S. cerevisiae NALP1/ASC/caspase-1 growth, X-gal OD620, 72 h; inhibition, % at 10 µM; in the data active = inhibition mostly above about 24%, no sharp cut-off; inactive = mostly below about 32%; note: some compounds called inactive have numbers as strong as hits
# MEKK2 WT-MEK5: modulators of MEK5 binding to wildtype MEKK2, primary screen, biochemical, multiplex bead flow cytometry, Alexa488-MEK5 | Mitogen-activated protein kinase kinase kinase 2 (Homo sapiens), Q9Y2U5 | Alexa488-MEK5 binding to MEKK2 WT; actives lie on both sides | binding response (% of control), % at 10 µM | actives 1.1% (n = 290,000) | AID 1531, 2009; in the data active = binding response below about 67% or above about 130%
# MEKK3 PB1 HTS: modulators of MEKK3-MEK5 PB1 binding, primary screen, biochemical, wildtype MEKK3, multiplex bead flow cytometry, Alexa488-MEK5 | Mitogen-activated protein kinase kinase kinase 3 (Homo sapiens), Q99759 | binding response (% of control), % at 10 µM | bead-based flow cytometry, Alexa488-MEK5 binding to MEKK3; actives lie on both sides; 0 = blocked by unlabeled MEK5, 100 = vehicle | actives 1.4% (n = 290,000) | AID 1529, 2009;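 active = binding response more than 3 SD above or below the average of its plate-row segment, actives on both sides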;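 note: Alexa488 bead fluorescence after subtracting the streptavidin-only scavenger bead signal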
# MEKK2 mut-MEK5: MEK5 binding signal on mutant MEKK2 PB1, primary screen, biochemical, multiplex bead flow cytometry, Alexa488-MEK5; actives 0.35% (n = 290,000); AID 1530, 2009; percent response, % at 10 µM; Alexa488-MEK5 binding to MEKK2 mutant; in the data active = percent response above about 24%, passing the limit was not always enough; note: inactives centre near 1; some results filed as inactive read as strong as hits; reference of the scale not given here
# GPR7 antagonist: GPR7 receptor antagonists, primary screen, cell-based, fluorescence, single concentration; Neuropeptides B/W receptor type 1 (Homo sapiens), P48145; GPR7-expressing cells, fluorescence antagonist assay; inhibition, % at 4.4 µM; actives 1.1% (n = 290,000); AID 1861, 2009; in the data active = inhibition above about 16%, passing the limit was not always enough;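 note: cells stimulated with the agonist NPW; 0% = agonist with vehicle and 100% = vehicle without agonist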
# V1R ag counter: agonists of human V1a receptor, primary screen, counter-screen for OXTR agonist project, fluorescence, CHO-V1R cells; Fluo-8 calcium fluorescence, agonist mode; 0% DMSO, 100% 3 nM vasopressin; activation, % at 3 µM; actives 0.25% (n = 320,000); AID 2797, 2010;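 active = activation above the mean activation of all tested compounds plus 3 SD, per screening run, cut at about 20% in these data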;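 note: signal is peak over basal fluorescence ratio across a 100 second FLIPR read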
# Target sequence (P37288 whole entry, looked up): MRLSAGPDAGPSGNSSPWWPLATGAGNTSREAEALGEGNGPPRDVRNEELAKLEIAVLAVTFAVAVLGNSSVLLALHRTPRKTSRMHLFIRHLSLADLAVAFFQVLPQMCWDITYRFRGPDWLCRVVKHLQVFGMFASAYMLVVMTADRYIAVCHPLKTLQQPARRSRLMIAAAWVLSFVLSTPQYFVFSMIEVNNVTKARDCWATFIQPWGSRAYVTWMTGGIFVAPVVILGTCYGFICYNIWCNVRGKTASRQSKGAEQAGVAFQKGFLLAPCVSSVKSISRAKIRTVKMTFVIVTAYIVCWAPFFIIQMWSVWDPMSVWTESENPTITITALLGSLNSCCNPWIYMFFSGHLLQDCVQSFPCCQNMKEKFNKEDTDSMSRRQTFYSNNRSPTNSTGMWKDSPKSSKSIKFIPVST
# PHOSPHO1 inh: PubChem AID 1565; inhibition, % at 13.3 µM; recombinant PHOSPHO1, absorbance phosphatase assay; actives 1.1% (n = 290,000); Phosphoethanolamine/phosphocholine phosphatase (Homo sapiens), Q8TCT1; in the data active = inhibition above about 60%
# Target sequence (Q8TCT1 whole entry, looked up): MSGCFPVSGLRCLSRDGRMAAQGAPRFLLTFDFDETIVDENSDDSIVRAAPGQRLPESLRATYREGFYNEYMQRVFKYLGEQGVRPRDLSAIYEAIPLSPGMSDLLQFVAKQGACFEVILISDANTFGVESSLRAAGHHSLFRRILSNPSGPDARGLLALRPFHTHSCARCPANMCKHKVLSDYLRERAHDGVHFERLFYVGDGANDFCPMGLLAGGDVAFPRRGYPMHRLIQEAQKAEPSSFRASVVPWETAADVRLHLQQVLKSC
# Starred values were filed as active, the others as inactive; . = not tested or not shown; & = joins results of further samples; [ ] = another dose, or the depositor's remark.
structure	OXTR ag	GalR3 antagonist	NALP1 yeast inh	MEKK2 WT-MEK5	MEKK3 PB1 HTS	MEKK2 mut-MEK5	GPR7 antagonist	V1R ag counter	PHOSPHO1 inh
CC1CCCCN1CCCNC(=O)CN1C(=O)c2cccnc2Oc2ccc(Cl)cc21 (configuration not stated)	-0.4	14*	-19	99	94	3	-6	0.3	9
CCN1CCCC1CNS(=O)(=O)c1cc(Br)cc2c1N(C(=O)C1CC1)CC2 (configuration not stated)	-2.0	-2	3	110	105	5	4	-0.6	-27
Cc1cc2cc(CNC(=O)c3ccc(Br)o3)ccc2n1C	2.5	.	22	45*[inhibitor]	66*[inhibitor]	-3	.	2.7	31
COc1ccc(C(CC(=O)O)NC(=O)COc2ccccc2OC)cc1OC (configuration not stated)	0.1	4	12	102	104	6	-5	0.4	24
CC(=O)NC(=S)Nc1ccc(S(=O)(=O)Nc2nc(C)cc(C)n2)cc1	0.5	-3	12	88	90	-12	7	0.5	-1
CCOc1cccc(C2/C(=C(/O)c3ccc4c(c3)CC(C)O4)C(=O)C(=O)N2Cc2ccncc2)c1 (configuration not stated)	-1.5	1	22	104	101	1	12	0.1	30
CCOC(=O)c1cnc(SC)nc1Sc1cc(Cl)ccc1Cl	-1.6	0	19	105	107	8	-13	-0.1	21
CCC1CCCCN1CCCNC(=O)c1ccc(N2CCCC2=O)cc1 (configuration not stated)	0.2	5	13	99	98	-5	-3	0.9	-22
CC(C)CCNC(=O)C(c1cccs1)N(CC1CCCO1)C(=O)Cn1nnc2ccccc21 (configuration not stated)	-1.4	-2	13	101	96	7	11	-0.7	-8
CCn1c(CSc2nnc(-c3ccncc3)n2C)nc2cc(C(=O)O)ccc21	1.5	-5	.	121	115	17	-9	-0.3	34
NC(=O)c1nn(-c2ccccc2)nc1N	-0.2	-3	-9	101	101	2	2	0.1	-25
COc1ccccc1CN(Cc1nc2ccccc2c(=O)[nH]1)C(=O)Nc1ccccc1C	-1.4	-4	7	101	104	0	0	0.1	-24
Cc1ccc(/C=N/NC(=O)CSc2nc3ccccc3o2)cc1	-0.9	2	39	94	91	-3	4	-1.4	8
COc1ccc(-c2cn[nH]c2-c2ccc(OC)cc2)cc1	-1.1	-11	12	102	104	4	-23	0.0	.
CCOC(=O)c1c(NC(=O)CN2CCC(C)CC2)sc(C)c1C	-2.3	0	-4	101	101	-4	-9	-1.3	36
COc1ccc(N(C)S(=O)(=O)c2cccc(C(=O)N3CCN(S(=O)(=O)c4ccc(C)cc4)CC3)c2)cc1	2.7	-4	12	105	108	7	8	4.7	-2
CCN1CCN(C2CCCCC2NS(=O)(=O)c2ccccc2)CC1 (configuration not stated)	1.1	-3	21	101	101	3	-4	0.0	13
Fc1ccc(C2CC(c3ccccc3)n3ncnc3N2)cc1 (configuration not stated)	-0.2	1	-1	105	107	8	-7	0.2	-3
COC(=O)CN1C(=O)[C@H]2[C@@H](c3ccc(C)o3)N3C(=O)CN(Cc4ccccc4)C(=O)[C@@]3(Cc3ccccc3)[C@H]2C1=O	1.0	4	9	100	101	0	5	0.8	4
CC(Oc1ccccc1)C(=O)N1CCc2ccccc2C1 (configuration not stated)	-1.6	-8	-7	107	107	2	-4	-0.9	39
CC(=O)Nc1ccnc(-c2cccnc2)n1	3.1	-6	-11	102	103	3	-12	0.5	12
CC1(C)Cc2c(cnn2-c2ccccc2)C(NC(=O)CCCN2CCCC2=O)C1 (configuration not stated)	-0.9	4	5	103	101	6	-16	-0.4	36
COC(=O)CCCC1=CC2=C(c3ccccc3)C(=O)C(C)(OC(=O)C3CCCC3)C(=O)C2=CN1CCN1CCOCC1 (configuration not stated)	2.1	-1	.	89	103	0	.	-0.1	22
O=C(O)c1cc(-c2ccccc2)nc2ccccc12	-1.0	.	22	101&113	92&107	-3&6	-3	0.5	-11
Cc1ccsc1/C=N/NC(=O)c1ccccn1	0.7	3	22	98	102	-1	-6	0.5	-4
COc1cccc(C2c3c(oc4ccc(F)cc4c3=O)C(=O)N2CCN2CCOCC2)c1OC (configuration not stated)	0.1	.	24	104	103	8	-3	1.1	-26
CCOc1ccc2nc(Cl)c(C3CC(c4ccco4)=NN3S(=O)(=O)c3ccccc3)cc2c1 (configuration not stated)	-0.2	0	23	99	101	-3	4	-0.4	13
Cc1ccc(SCc2[nH]nc3c2C(C(C)C)C(C#N)=C(N)O3)cc1 (configuration not stated)	1.7	-3	-12	94	97	-4	5	2.5	20
COc1ccc(S(=O)(=O)N(CCc2ccccc2)CC(=O)O)cc1Cl	-0.2	-5	-2	103	103	3	-13	0.1	3
CC(C)(C)c1ccc(S(=O)(=O)C(C)(C)C)cc1	8.4	-6	-18	104	106	8	2	4.7	19
COc1ccc(CCN2CN(S(=O)(=O)c3ccccc3)c3nc4ccccc4nc32)cc1OC	-0.3	-2	21	99	99	10	1	-0.4	-5
COC(=O)/C=C1\S/C(=N\N=C\CC(=O)OC)NC1=O	0.4	-3	-7	104	109	5	-6	-0.2	0
O=C(Nc1ccc2c(c1)OCO2)N1CCN(c2ccccc2)CC1	0.9	-8	-8	102	102	1	9	1.9	34
CC[C@H](C)[C@H](NC(N)=O)C(=O)Nc1ccc(C)cc1	-0.9	-6	15	112	98	12	-8	-0.1	-3
CCOCCCN1C(=O)C2C(C(=O)Nc3ccc(OCC)cc3)C3C=CC2(O3)C1C(=O)NC1CCCCC1 (configuration not stated)	-0.4	.	20	99	103	-3	-13	0.9	23
O=C(NNc1cc(N2CCOCC2)nc(N2CCOCC2)n1)c1ccc(Cl)c(Cl)c1	-1.4	-6	22	99	99	9	0	0.7	8
Cc1ccc(C)c(N2C(=O)c3ccc(C(=O)OCC(=O)c4c(N)n(C)c(=O)n(C)c4=O)cc3C2=O)c1	2.0	-5	6	98	97	-1	0	3.0	-24
CC(C)C[C@H](NC(=O)NC1CCCc2ccccc21)C(=O)O (some centres not stated)	0.8	2	-1	101	105	3	-4	-0.9	21
CCOc1cccc(NC(=O)C(Cc2cccs2)c2nn[nH]n2)c1 (configuration not stated)	-0.4	-1	10	86	89	-7	-5	1.2	1
CN(C)c1ccc(N=Nc2ccccc2C(=O)OCC(=O)Nc2ccccc2C(F)(F)F)cc1	.	-2	20	93	96	-2	-7	.	-11
CCOc1ccc(N(CC(=O)Nc2cccc(C)c2C)S(=O)(=O)c2c(C)[nH]c(=O)[nH]c2=O)cc1	0.5	-5	.	104	103	4	-1	0.3	41
Cc1ccccc1-c1noc(N)c1C#N	1.9	-4	.	102	99	3	-2	1.3	57
N#C/C(=C\c1cccc([N+](=O)[O-])c1)C(=O)NCc1cccnc1	-1.0	-9	26	104	127	0	-8	-0.6	-14
Cc1cc(C)n(CCc2nc(-c3ccc(C)o3)cs2)n1	-1.5	1	8	102	106	6	-5	0.5	52
Cc1nc2ccc(S(=O)(=O)NCC(=O)NCCN3CCCCCC3)cc2s1	-0.2	0	2	130	102	16	-2	-0.1	-4
COc1ccc(-n2c(-c3ccc(Br)cc3)c[n+]3c2SC(C)C3)cc1 (configuration not stated)	1.3	-1	24	109	107	0	6	0.4	27
CCOC(=O)CSc1nc2c(c(-c3ccc(C)o3)c1C#N)CCCC2	1.1	-5	4	100	103	0	-7	0.7	42
CCOC(=O)c1c(C)[nH]c(C(=O)OCC(=O)c2c(N)n(C)c(=O)n(C)c2=O)c1C	0.1	.	12	101	106	3	-6	1.0	25
Cc1cccc(-n2cc(CNCCN3CCOC3=O)c(-c3cccc(F)c3)n2)c1	4.5	-3	10	124	105	16	2	0.1	35
O=S(=O)(c1ccccc1)c1nc(NC2CC2)sc1Cl	-1.1	-11	8	97	102	-1	1	-0.1	12
Cc1nnsc1C(=O)NNC(=O)c1ccc(C(F)(F)F)cc1	0.8	0	-7	101	97	-3	-5	0.8	12
Cc1ccccc1Nc1ccc2nonc2c1[N+](=O)[O-]	.	-10	3	109	109	15	-5	.	31
CCOc1ccc(OCc2ccc(C(=O)N3CCc4ccccc4C3)o2)cc1	0.0	-11	-12	97	95	-3	0	2.6	42
O=C1c2ccccc2C(=O)N1CCc1nc2ccccc2c(=O)n1-c1ccccn1	-1.8	-3	13	114	106	5	-16	-0.7	-7
COc1cc(NC(=O)c2cccc(C)c2)ccc1NC(=O)c1cc2ccccc2o1	-0.5	-13	-2	100	101	0	-5	0.3	24
OC(CCc1cccc(Cl)c1)c1cccs1 (configuration not stated)	-0.8	-6	8	104	100	4	2	-0.5	1
CO/N=C/NC(=O)NOCc1c(Cl)cccc1Cl	-0.6	-1	6	106	104	4	3	-0.2	-50
Cc1cc(=O)n(CC(C)O)c(O)c1C#N (configuration not stated)	-0.2	-2	28	95	94	4	-5	-0.5	-5
O=C(COc1ccccc1C(=O)O)Nc1ccc(SC(F)F)cc1	1.0	-8	9	103	101	2	19	0.3	-13
O=[N+]([O-])c1ccc2[nH]c(O)c(N=NC3CCS(=O)(=O)C3)c2c1 (configuration not stated)	-0.8	-5	.	106	114	4	-3	0.6	2

# Additional compounds follow:
structure	OXTR ag	GalR3 antagonist	NALP1 yeast inh	MEKK2 WT-MEK5	MEKK3 PB1 HTS	MEKK2 mut-MEK5	GPR7 antagonist	V1R ag counter	PHOSPHO1 inh
Cc1ccccc1NC(=S)NC(NC(=O)COc1ccccc1)C(Cl)(Cl)Cl (configuration not stated)	3.4	-9	0	99	101	6	13	5.4	23
CC(C)C(c1nnnn1Cc1ccccc1)N1CCC(C(N)=O)CC1 (configuration not stated)	0.4	2	-13	104	104	2	-5	0.5	-6
COCCNC(=O)CN(Cc1ccc(F)cc1)C(=O)CCC(=O)Nc1nccs1	0.8	-4	11	101	100	7	-1	0.5	19
COC(=O)c1ccc(C(=O)OC)c(NC(=O)CSc2cccc[n+]2[O-])c1	-0.9	-6	4	100	100	4	2	0.5	87*
Cc1c(C(=O)C(C)C)n(C)c2ccccc12	-2.0	-3	17	92	94	-7	-12	-1.1	8
Cc1nn(S(=O)(=O)c2ccc(Cl)cc2)c(C)c1Sc1ccc([N+](=O)[O-])cc1	0.1	0	39	99	101	-2	-11	-0.2	-3
CC1CCCCN1C(=O)COC(=O)/C=C/c1ccc2ccccc2n1 (configuration not stated)	0.9	-5	8	88	91	-10	1	1.2	24

# One compound at a time, as listed above. Order of screens: OXTR ag, GalR3 antagonist, NALP1 yeast inh, MEKK2 WT-MEK5, MEKK3 PB1 HTS, MEKK2 mut-MEK5, GPR7 antagonist, V1R ag counter, PHOSPHO1 inh
# Shown for COCCNC(=O)CN(Cc1ccc(F)cc1)C(=O)CCC(=O)Nc1nccs1 = 0.8, -4, 11, 101, 100, 7, -1, 0.5, 19
# Shown for Cc1ccccc1NC(=S)NC(NC(=O)COc1ccccc1)C(Cl)(Cl)Cl (configuration not stated) = 3.4, -9, 0, 99, 101, 6, 13, 5.4, 23
